Nrf2 inh = inhibitors of Nrf2 signaling; Potency, µM (top dose mostly 46 µM), inactives show at the highest dose activity change, negative = inhibition, most hits filed as inhibitors; 360,000 compounds, 2.1% hits; A549 ARE-Fluc reporter, luciferase luminescence, 18-24 h; also: nearly all actives have a fitted effect of over 60% in size
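Quantitative HTS in A549 cells stably bearing an antioxidant response element-firefly luciferase construct. Inhibition of Nrf2-driven transcription was scored by luminescence after 18-24 h of compound exposure at 37 °C.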
A549 tox = counter-screen for Nrf2 inhibitors: cytotoxicity in A549 cells; 390,000 compounds, 0.16% hits; AID 504648; Potency, µM (titrated, usually from 46 µM), for the others: top-dose activity change, negative = cytotoxicity, most hits filed as inhibitors; A549 ARE-Fluc cells, CellTiter-Fluor viability, 18-24 h
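A549 ARE-Fluc cells in 5% FBS OPTI-MEM, 5000 cells/well, rested 2 h then exposed to compounds in concentration-response for 18-24 h at 37 °C. Viability by CellTiter-Fluor fluorescence (Ex 405/Em 525) after 30 min; luciferase luminescence (BugLite, 15 min, RT) read afterwards.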
Numbers without * were called inactive; u = inconclusive; & = joins results of further samples. Calls follow the shape of the dose curve; as a rule, active = well fitted curve in the direction sought with a large enough effect; inconclusive = small, poorly fitted or top-dose-only effect, or another doubt; inactive = no such curve, though single readings can be large; an effect the other way counts as inactive or inconclusive. % is scaled to controls: 0 for no effect and ±100 for the full control effect; potency is read from the fitted curve at half-maximal effect. This is a subset; count on the stated rates, not on these rows.

Preview:
SMILES	Nrf2 inh	A549 tox
Cc1noc(CN(C)c2ncnc3ccc(-c4ccc5c(c4)OCO5)cc23)n1	10%	4%
Cc1noc(C)c1-c1ccc2ncnc(NCc3cccc(Cl)c3)c2c1	u	12%
Cc1ccc(CNc2ncnc3cc(-c4ccc5c(c4)OCO5)ccc23)o1	5%	-3%
O=C1OCCC1Sc1nnc2c(n1)[nH]c1ccccc12 (stereo not given)	8%	-3%
COc1ccc(Cl)cc1S(=O)(=O)N1CCN(S(=O)(=O)c2ccc3c(c2)OCCO3)CC1	u	0%

Main list, from the first entry:
SMILES	Nrf2 inh	A549 tox
Cc1noc(CN(C)c2ncnc3ccc(-c4ccc5c(c4)OCO5)cc23)n1	10%	4%
Cc1noc(C)c1-c1ccc2ncnc(NCc3cccc(Cl)c3)c2c1	u	12%
Cc1ccc(CNc2ncnc3cc(-c4ccc5c(c4)OCO5)ccc23)o1	5%	-3%
O=C1OCCC1Sc1nnc2c(n1)[nH]c1ccccc12 (stereo not given)	8%	-3%
COc1ccc(Cl)cc1S(=O)(=O)N1CCN(S(=O)(=O)c2ccc3c(c2)OCCO3)CC1	u	0%
CC(C)(C)Nc1nc(C#N)nc(Nc2ccccc2)n1	16%	2%
c1nc(NCC2CCCO2)c2cc(-c3ccc4c(c3)OCO4)ccc2n1 (stereo not given)	8%	2%
Cc1cc2c(s1)c1cnn(Cc3ccc(F)c(Cl)c3)c(=O)c1n2C	14%	-1%
Cc1cc2c(s1)c1cnn(Cc3c(F)cccc3Cl)c(=O)c1n2C	17%	-1%
O=[N+]([O-])c1ccccc1S(=O)(=O)N1CCN(c2nc(-c3ccccc3)nc3ccccc23)CC1	3%	11%
CCC1CCC2(C1)N=C(Nc1nc3ccccc3o1)NC1=C2C(=O)CCC1 (stereo not given)	u	-6%&2%&-2%&0%&0%
O=S(=O)(c1ccc2c(c1)OCCO2)N1CCN(S(=O)(=O)c2ccc(Br)cc2F)CC1	-4%	-6%
Cc1nnc(CN(C)c2ncnc3ccc(-c4ccc5c(c4)OCO5)cc23)o1	21%	2%
N#Cc1nc(Nc2cccc(Br)c2)nc(NC2CCCC2)n1	u	u
Cn1cc(C[C@H](C(=O)O)N2C(=O)c3ccc(C(=O)O)cc3C2=O)c2ccccc21	2%	2%
C=C(C)c1cc2c(s1)c1cnn(Cc3ccccc3F)c(=O)c1n2C	u	1%
COc1ccc(C[C@@H](NS(=O)(=O)c2ccc(C(=O)O)cc2)C(=O)O)cc1	-1%	-1%
N#Cc1cccc(OC2=NS(=O)(=O)c3ccccc32)c1	11%	10%
O=C(NNc1ccccc1)c1sc2ccccc2c1Cl	17%	9%
CCCN1CNc2c(c(=O)[nH]c(=S)n2CCc2cc(OC)cc(OC)c2)C1	-5%	20%

Four of the compounds above, with bars between the fields.
SMILES | Nrf2 inh | A549 tox
CCC1CCC2(C1)N=C(Nc1nc3ccccc3o1)NC1=C2C(=O)CCC1 (stereo not given) | u | -6%&2%&-2%&0%&0%
Cc1cc2c(s1)c1cnn(Cc3c(F)cccc3Cl)c(=O)c1n2C | 17% | -1%
N#Cc1nc(Nc2cccc(Br)c2)nc(NC2CCCC2)n1 | u | u
COc1ccc(C[C@@H](NS(=O)(=O)c2ccc(C(=O)O)cc2)C(=O)O)cc1 | -1% | -1%

(list continues)
SMILES	Nrf2 inh	A549 tox
CC(=O)N1c2ccc(S(=O)(=O)Nc3ccc(C)c(C)c3)cc2CC1C (stereo not given)	10µM*	u
CC(C)(C)CNc1nc(C#N)nc(Nc2ccccc2)n1	18µM*	u
Cc1cc2c(s1)c1cnn(Cc3cccc(C(F)(F)F)c3F)c(=O)c1n2C	-7%	0%
CN(C)c1cccc(S(=O)(=O)N2CCN(S(=O)(=O)c3ccc4c(c3)OCCO4)CC2)c1	4%	-3%
COC(=O)C1CCc2sc(NC(=O)Cc3ccccc3)c(C(=O)Nc3ccc(Cl)cc3)c21 (stereo not given)	-25%	0%
COc1ccc(CN(Cc2ccccc2)S(=O)(=O)c2ccccc2)cc1COc1ccc(NC(C)=O)cc1	16%	-8%
CC(C)C(OC(=O)CNC(=O)c1ccccc1)C(=O)Nc1cc(C(F)(F)F)ccc1Cl (stereo not given)	-1%	6%
NCC(=O)Nc1cccc(-c2nn3c(=O)cc(N4CCNCC4)nc3s2)c1	11%	-1%
Cn1nnnc1Sc1ncnc2scc(-c3ccccc3C#N)c12	u	-8%
C=Cc1cc2c(s1)c1cnn(Cc3ccccc3F)c(=O)c1n2C	-4%	-5%
Cn1cc2ccc(-c3ccc4ncnc(NCc5cccs5)c4c3)cc2n1	u	-4%
COc1ccc(C2=Nn3c(nnc3-c3cc(OC)ccc3OC)SC2)c(OC)c1	u	2%
O=C(O)CCc1cc(F)c(S(=O)(=O)N2CCN(S(=O)(=O)c3ccc4c(c3)OCCO4)CC2)cc1F	-14%	-3%
Oc1ccc(CNc2ccccn2)c2cccnc12	3%	9%
CC(C)Nc1cccc(S(=O)(=O)N2CCCN(S(=O)(=O)c3ccc4c(c3)OCCO4)CC2)c1	u	-3%
COc1ccc(C2Nc3cccc(OC)c3C(=O)N2Cc2ccccc2)cc1COc1ccc(NC(C)=O)cc1 (stereo not given)	-11%	-13%
CNc1nc(C#N)nc(Nc2ccccc2)n1	4%	1%
Cc1cc2c(s1)c1cnn(Cc3c(F)c(F)c(C(F)(F)F)c(F)c3F)c(=O)c1n2C	2%	2%
CCOC(=O)c1ccccc1S(=O)(=O)N1CCN(c2nc(-c3cccs3)nc3ccccc23)CC1	-4%	7%
O=C(CNC(=O)c1cccc2ccccc12)OC(C(=O)Nc1cc(C(F)(F)F)ccc1Cl)c1ccccc1 (stereo not given)	12%	7%
O=C(O)c1ccc2c(c1)C(=O)N([C@H](Cc1ccc(F)cc1)C(=O)O)C2=O	10%	3%
Cc1cccc(C(=O)NC2CCN(C#N)CC2)c1	-8%&15%	-3%&-7%
COC/C=C/c1cc(F)c(S(=O)(=O)N2CCN(S(=O)(=O)c3ccc4c(c3)OCCO4)CC2)cc1F	-23%	-4%
O=C(CNC(=O)c1ccccc1)OC(C(=O)Nc1cc([N+](=O)[O-])ccc1F)c1ccccc1 (stereo not given)	17%	-1%
Cc1cc2c(s1)c1cnn(Cc3ccc(C(F)(F)F)cc3)c(=O)c1n2C	15%	-4%
Cc1ccc(NS(=O)(=O)c2ccc3c(c2)N(C)CCO3)cc1C	u	0%
Cc1cc2c(s1)c1cnn(Cc3ccc(C(=O)O)cc3)c(=O)c1n2C	4%	1%
N#Cc1nc(NCC2CC2)nc(Nc2ccccc2)n1	-1%	-7%
Cc1cccc(C[C@H](C(=O)O)N2C(=O)c3ccc(C(=O)O)cc3C2=O)c1	12%	-10%
CCOc1ccccc1-c1nnc2n1N=C(c1ccc(OC)c(OC)c1)CS2	u	1%
Cn1c2cc(S(C)(=O)=O)sc2c2cnn(Cc3ccccc3F)c(=O)c21	-2%	-4%
COc1ccc(C(=O)N(Cc2ccccc2)Cc2ccc(OC)c(COc3ccc(NC(C)=O)cc3)c2)cc1	u	-3%
Cn1c2cc(S(C)=O)sc2c2cnn(Cc3ccccc3F)c(=O)c21 (stereo not given)	-14%	11%
COc1ccc(-c2ccc3ncnc(NCc4cccs4)c3c2)cc1OC	-25%	1%
CSc1cc2c(s1)c1cnn(Cc3ccccc3F)c(=O)c1n2C	-16%	-3%
COc1cccc(-c2nnc3n2N=C(c2ccc(OC)cc2OC)CS3)c1	u	u
O=[S+]([O-])(c1ccc2ncsc2c1)N1CCN([S+](=O)([O-])c2c(F)cccc2F)CC1	10%	-1%
Nc1cccc(S(=O)(=O)N2CCN(S(=O)(=O)c3ccc4c(c3)OCCO4)CC2)c1	-19%	-1%
N#Cc1nc(NCCCO)nc(Nc2ccccc2)n1	3%	6%
O=C(c1ccccc1O)N(Cc1ccco1)Cc1cccs1	u	4%

Whole records, quoted from the list. Order of values: Nrf2 inh	A549 tox
Cn1c2cc(S(C)=O)sc2c2cnn(Cc3ccccc3F)c(=O)c21 (stereo not given) in the list: -14%	11%
O=[S+]([O-])(c1ccc2ncsc2c1)N1CCN([S+](=O)([O-])c2c(F)cccc2F)CC1 in the list: 10%	-1%
COc1ccc(-c2ccc3ncnc(NCc4cccs4)c3c2)cc1OC in the list: -25%	1%
Cn1c2cc(S(C)(=O)=O)sc2c2cnn(Cc3ccccc3F)c(=O)c21 in the list: -2%	-4%

(next part)
SMILES	Nrf2 inh	A549 tox
CC(C)(C)OC(=O)n1c2ccsc2c2cnn(Cc3ccccc3F)c(=O)c21	-9%	-2%
CCOC(=O)c1ccc(-c2ccc3ncnc(NCc4cccs4)c3c2)o1	0%	u
COc1cccc(C2c3c(ncn(-c4ccc(-c5ccccc5)cc4)c3=N)Oc3ccc4ccccc4c32)c1 (stereo not given)	u	-3%
COc1ccc(-n2cnc3c(c2=N)C(c2cccc(OC)c2)c2c(ccc4ccccc24)O3)cc1 (stereo not given)	u	-4%
COc1ccc(-c2nc3ccccn3c2Nc2ccccc2C)cc1	u	-1%
Cc1cc2c(s1)c1cnn(Cc3cccc(Br)c3)c(=O)c1n2C	u	-1%
NC(=O)c1ccccc1C[C@H](C(=O)O)N1C(=O)c2ccc(C(=O)O)cc2C1=O	-5%	1%
COc1ccc(CCn2c(=S)[nH]c(=O)c3[nH]cnc32)cc1OC	-8%	1%
COc1cccc(C2c3c(ncn(-c4ccc(C#N)cc4)c3=N)Oc3ccc4ccccc4c32)c1 (stereo not given)	-23%	-10%
Cc1ccc(NS(=O)(=O)c2cc3c(cc2Cl)CCC(=O)N3)cc1C	-21%	1%
O=C1CCCC2=C1[C@@]1(CCC(c3ccccc3)C1)N=C(Nc1nc3ccccc3o1)N2 (stereo not given in full)	u	-5%&-1%
O=C(NCc1ccccc1)Nc1ncnc2c1C(c1ccccc1)c1c(ccc3ccccc13)O2 (stereo not given)	6%	1%
N#Cc1nc(Nc2cccc3ccccc23)nc(NC2CCCC2)n1	18µM*	-23%
COc1ccc(-c2nnc3n2N=C(c2ccc(OC)cc2OC)CS3)cc1	20%	-5%
O=C(c1ccc2c(c1)OCCO2)N1CCN(c2nc(-c3cccs3)nc3ccccc23)CC1	u	-17%
COc1ccc([C@H]2[C@H](c3ccccc3)C(=O)N2Cc2ccccc2)cc1COc1ccc(NC(C)=O)cc1	u	-3%
N#CN1CCC(NS(=O)(=O)c2cccc(F)c2)C1 (stereo not given)	14%	3%
CCCNc1nc(C#N)nc(Nc2ccccc2)n1	6%	-5%
CC(C)(C)OC(=O)NCC(=O)NNC(=O)c1nc2ccccc2[nH]1	-5%	7%
O=C(OCC#CCSc1nnc(-c2cccc3ncccc23)o1)c1ccc(F)cc1	-15%	-3%
Cc1cc(C)n2ncc(C(=O)Nc3ccccc3)c2n1	20%	1%
COc1ccc(C2Nc3ccccc3C(=O)N2Cc2ccccc2)cc1COc1ccc(C#N)cc1 (stereo not given)	-8%	2%
O=C(OCC#CCSc1nnc(-c2ccco2)o1)c1ccc(F)cc1	10%	-2%
COc1ccc(Cn2c(=O)[nH]c3cc(C(=O)N4CCN(C(=O)c5ccco5)CC4)ccc3c2=O)cc1	u	0%
COc1cc(OC)cc(-c2nnc3n2N=C(c2ccc(OC)cc2OC)CS3)c1	u	-15%
CC(C)(C)c1ccc(C[C@H](C(=O)O)N2C(=O)c3ccc(C(=O)O)cc3C2=O)cc1	16%	-2%
O=C1CCc2cc(S(=O)(=O)Nc3ccncc3)ccc2N1	11%	0%
CC(=O)Nc1ccc(OCc2cccc(C3Nc4ccccc4C(=O)N3Cc3ccco3)c2)cc1 (stereo not given)	-14%	-9%
O=C1CCCC2=C1C1(CCOCC1)N=C(Nc1nc3ccccc3o1)N2	u	1%
Nc1ccc(S(=O)(=O)N2CCN(S(=O)(=O)c3ccc4c(c3)OCCO4)CC2)cc1	4%	3%
COc1ccc(NC(=O)C(OC(=O)CNC(=O)c2ccccc2)c2ccccc2)cc1F (stereo not given)	13%	3%
Cc1noc(C)c1-c1ccc2ncnc(NCc3cccc(-c4ccccc4)c3)c2c1	7.3µM*	-14%
CCCN1CNc2c(c(=O)[nH]c(=S)n2CCC(C)(C)C)C1	u	-8%
O=C(Cc1nnc(-c2nc3ccccc3[nH]2)o1)Nc1cc(C(F)(F)F)ccc1Cl	18%	-2%
CC(=O)N(c1ccc2ccccc2c1)C1SC(=O)N(c2cccc(C)c2)C1=O (stereo not given)	u	-3%
O=C(OCC#CCSc1nnc(-c2cccc3ccccc23)o1)c1sc(Cl)c(Cl)c1Cl	26%	0%
Cc1cc2c(s1)c1cnn(Cc3cccc(C(F)(F)F)c3)c(=O)c1n2C	4%	2%
Cc1cc2c(s1)c1cnn(Cc3ccc(OC(F)F)cc3)c(=O)c1n2C	-9%	-5%
COc1ccc(C2Nc3ccccc3C(=O)N2Cc2ccccc2)cc1COc1ccc(C)cc1 (stereo not given)	-8%	2%
